# Compound activity: PubChem, National Center for Advancing Translational Sciences (NCATS)
# AmpC inh detg – inhibitors of E. coli AmpC beta-lactamase with detergent | Potency, µM (titrated, usually from 114 µM), inactives show at the top dose activity change, negative = inhibition, most hits filed as inhibitors | P00811 | AID 485294 | AmpC hydrolysis of nitrocefin, absorbance 480 nm, 0.01% Triton | hit rate 0.041% among 370,000;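 further: potency means the concentration at half of the fitted maximal effect; 0% = no-compound wells and -100% = no-enzyme wells; nearly all actives have a fitted effect of over 25% in size; some results filed as inactive show a strong effect at the top dose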
# Target sequence (P00811 whole entry, looked up): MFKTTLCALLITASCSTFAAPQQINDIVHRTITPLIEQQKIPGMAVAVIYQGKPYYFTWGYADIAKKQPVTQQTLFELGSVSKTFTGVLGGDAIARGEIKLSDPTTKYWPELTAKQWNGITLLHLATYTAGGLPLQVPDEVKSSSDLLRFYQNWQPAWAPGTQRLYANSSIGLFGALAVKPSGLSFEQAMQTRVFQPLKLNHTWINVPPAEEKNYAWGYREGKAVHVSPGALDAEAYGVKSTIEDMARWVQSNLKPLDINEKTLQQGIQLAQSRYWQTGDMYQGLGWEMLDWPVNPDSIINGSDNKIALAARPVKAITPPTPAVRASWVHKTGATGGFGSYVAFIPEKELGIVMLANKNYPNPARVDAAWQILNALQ
#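 AmpC (5.3 nM in the dispensed reagent) in 20 mM phosphate pH 7.0 with 0.01% (detergent screen) or 0.0001% Triton X-100 was preincubated with compounds for 15 min at room temperature. Nitrocefin was then added from an 800 uM solution, and hydrolysis was followed at 480 nm.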
# LmPK inhibitor – inhibitors of Leishmania mexicana pyruvate kinase | Potency, µM (doses to about 57.5 µM), for the others: at the highest dose activity change, negative = inhibition, actives largely listed as inhibitors | AID 1721 | hit rate 0.37% among 290,000 | purified LmPK, Kinase-Glo ATP luminescence, 1 h; further: potency means the concentration at half of the fitted maximal effect
# Target sequence (Q27686 whole entry, looked up): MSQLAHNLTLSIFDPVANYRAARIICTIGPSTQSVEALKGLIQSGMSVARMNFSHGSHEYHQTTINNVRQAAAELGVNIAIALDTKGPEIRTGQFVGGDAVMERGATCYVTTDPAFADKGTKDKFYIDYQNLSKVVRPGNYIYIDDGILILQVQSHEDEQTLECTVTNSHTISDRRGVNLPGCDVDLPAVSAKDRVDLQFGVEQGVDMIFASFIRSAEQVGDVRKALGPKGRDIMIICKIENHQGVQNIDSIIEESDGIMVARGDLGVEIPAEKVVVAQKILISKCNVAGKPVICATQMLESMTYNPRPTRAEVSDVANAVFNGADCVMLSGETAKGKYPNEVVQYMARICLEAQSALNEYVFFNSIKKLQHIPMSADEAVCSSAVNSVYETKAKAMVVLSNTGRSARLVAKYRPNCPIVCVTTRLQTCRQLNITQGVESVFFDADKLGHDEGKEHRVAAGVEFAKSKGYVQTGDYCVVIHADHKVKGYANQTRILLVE
#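 Kinase-Glo luminescence read after 1 h RT reaction of 0.1 nM LmPK with 0.5 mM PEP and 0.1 mM ADP. Activity scaled between uninhibited and enzyme-free controls.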
# HCMV antiviral – blocks human cytomegalovirus replication; hit rate 4.5% among 410,000; HFF cells, HCMV-luciferase reporter, 72 h; stronger effect = lower value; activity change, negative = inhibition, % at 57.5 µM; AID 1259415; in the data active means activity change below about -60%; inconclusive means no clear call, values can overlap the other calls; inactive means above about -39%
#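 Two-dose cell screen: HFF monolayers treated with compounds and infected with luciferase-expressing HCMV at 1 PFU/cell, 72 h at 37C, then lysed for luciferase measurement.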
# Sm TGR inh – blocks Schistosoma mansoni thioredoxin glutathione reductase; hit rate 3% among 360,000; purified TGR, DTNB reduction, TNB absorbance 405 nm; AID 485364; Q962Y6; Potency, µM (titrated, usually from 114 µM), for the others: at the highest dose activity change, negative = inhibition, actives largely listed as inhibitors; further: potency means the concentration at half of the fitted maximal effect; nearly all actives have a fitted effect of over 60% in size
#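 Kinetic colorimetric format: TGR-catalysed, NADPH-driven DTNB reduction monitored via TNB absorbance. Enzyme dispensed at 20 nM; compound exposure 15 min at room temperature before reaction start.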
# TbPYK inhibitor – T. brucei pyruvate kinase inhibition; Q57TT1; TbPYK enzyme, Kinase-Glo Plus ATP luminescence, 45 min; Potency, µM (highest dose often 76.8 µM), without a hit: at the highest dose activity, negative = inhibition, usual class: inhibitors; hit rate 0.12% among 410,000; AID 624173; further: potency means the concentration at half of the fitted maximal effect; nearly all actives have a fitted effect of over 50% in size
#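 T. brucei PYK with substrate was exposed to pin-transferred compounds across a concentration series, then started with 130 uM ADP (final). After 45 min at room temperature, Kinase-Glo Plus luminescence was read, normalized and curve-fitted.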
# AmpC inh no detg – AmpC beta-lactamase inhibition without detergent. P00811. AmpC nitrocefin hydrolysis, absorbance 480 nm, 0.0001% Triton. Potency, µM (top dose mostly 57.1 µM), without a hit: at the highest dose activity change, negative = inhibition, usual class: inhibitors. hit rate 0.52% among 330,000. AID 485341;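 further: potency means the concentration at half of the fitted maximal effect; plate controls were no compound for no effect and no enzyme for full effect; nearly all actives have a fitted effect of over 20% in size; some results filed as inactive show a strong effect at the top dose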
#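 AmpC (5.3 nM in the dispensed reagent) in 20 mM phosphate pH 7.0 with 0.01% (detergent screen) or 0.0001% Triton X-100 was preincubated with compounds for 15 min at room temperature. Nitrocefin was then added from an 800 uM solution, and hydrolysis was followed at 480 nm.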
# AMA1 RON2 block – disrupts binding of P. falciparum AMA1 to RON2; AID 720542; hit rate 0.2% among 360,000; AlphaScreen AMA1-biotinylated RON2 peptide binding; Potency, µM (titrated, usually from 58.2 µM), for the others: at the top dose activity change, negative = inhibition, hits mostly inhibitors;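 further: potency means the concentration at half of the fitted maximal effect; 0% = vehicle wells and -100% = peptide control; nearly all actives have a fitted effect of over 45% in size; some results filed as inactive show a strong effect at the top dose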
#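 AMA1 (3D7) with his tag at 25 nM final met compounds first, then biotinylated RON2 peptide at 25 nM; detection used donor plus acceptor beads, 10 µg/mL apiece, read by AlphaScreen after 30 min at room temperature.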
# * = called active by the depositor; ? = inconclusive; . = not tested or not shown; & = joins results of further samples; [ ] = another dose, or the depositor's remark. Unless noted, the call rests on the fitted dose curve; in most records, active means well fitted curve in the direction sought with a large enough effect; inconclusive means small, poorly fitted or top-dose-only effect, or another doubt; inactive means no such curve, though single readings can be large; an effect the other way counts as inactive or inconclusive. Unless noted, on the % scale 0 is the no-effect control and ±100 the full control effect. Rows are unselected; 7.4% or so of the library scored in one or more.
# Start of the listing, in advance:
SMILES,AmpC inh detg,LmPK inhibitor,HCMV antiviral,Sm TGR inh,TbPYK inhibitor,AmpC inh no detg,AMA1 RON2 block
CC(=O)N1CC=CC1(CC(C)C)C(=O)NCCN1CCOCC1 (centres undefined),0%,-5%,21,0%,5%,-10%,35%[activator]
O=C(COC(=O)CNC(=O)C12CC3CC(CC(C3)C1)C2)Nc1ccccc1,-5%,2%,24,-26%,3%,.,-3%

# Main list, previewed entries included:
SMILES,AmpC inh detg,LmPK inhibitor,HCMV antiviral,Sm TGR inh,TbPYK inhibitor,AmpC inh no detg,AMA1 RON2 block
CC(=O)N1CC=CC1(CC(C)C)C(=O)NCCN1CCOCC1 (centres undefined),0%,-5%,21,0%,5%,-10%,35%[activator]
O=C(COC(=O)CNC(=O)C12CC3CC(CC(C3)C1)C2)Nc1ccccc1,-5%,2%,24,-26%,3%,.,-3%
O=c1c2cnn(-c3ccccc3)c2nnn1Cc1ccccn1,0%,4%,-1,-19%,-1%,-9%,-3%
CCOC(=O)c1sc(NC(=O)C(OC(C)=O)c2ccccc2)nc1C (centres undefined),3%,7%,13,5%,0%,6%,13%
COc1ccc(OC)c(/C(O)=C/C(=O)C(=O)Nc2cc(C)ccc2OC)c1,-9%,1%,35,4%,-4%,-26%,82%[activator]
COc1ccc(/C=N/NC(=O)c2cc(C(C)(C)C)[nH]n2)cc1COc1ccc(F)cc1F,-6%,-3%,-29,2%,4%,-2%,-2%
COc1ccc(Cl)cc1NC(=O)NC(C)C(C)(C)C (centres undefined),2%,-3%,?,14%,0%,-14%,?
N/C(=N\OC(=O)c1cccc(Cl)c1)c1ccncc1,1%,-4%,-9,0%,4%,-8%,-5%
Cc1ccc(C(=O)N2CCN(c3ccc(NC(=O)c4ccc(Br)o4)cc3)CC2)cc1,0%,1%,?,9%,-9%,34%,-24%
CCOc1ccc(CCNC(=O)c2ccc(CSCc3ccccc3C)o2)cc1OCC,16%,.,-10,5%,-4%,.,.
COc1ccc(NC(=O)COc2ccccc2)c(OC)c1,1%,-9%,42,7%,-2%,-16%,0%
O=C(COC(=O)CC1CC2CCC1C2)Nc1cc([N+](=O)[O-])ccc1F (centres undefined),3%,7%,-31,?,-2%,-22%,0%
Nc1nc2c(ncn2[C@@H]2O[C@H](CNS(=O)(=O)N3CCCC3)[C@@H](O)[C@H]2O)c(=O)[nH]1,.,.,21,.,-16%,.,0%
COc1ccc(OC(C)C(=O)NCc2cccnc2)cc1 (centres undefined),2%,-4%,84,-3%,8%,-16%,-8%
COc1ccc(S(=O)(=O)/C(C#N)=C/Nc2cccc(F)c2)cc1,?,-2%,?,7%,-2%,-19%,-8%
Cc1ccc(S(=O)(=O)Nc2ccc(S(=O)(=O)Nc3cc(C)nc(C)n3)cc2)cc1,-5%,-7%,-19,4%,-3%,-31%,-4%
CNC1(c2ccccc2Cl)CCCCC1=O (centres undefined),.,.,-19,.,-2%&-10%&16%,.,-3%
Cc1c(Cl)cccc1NC(=O)NNC(=O)CCc1ccccc1,15%,-7%,9,-1%,3%,-4%,127%[activator]
CCOc1ccc(S(=O)(=O)NN2Cc3ccccc3C2=N)cc1,-11%,2%,39,11%,3%,-11%,3%
CCN1/C(=C2\C(=O)N(C)C(=S)N2C)C=Cc2ccccc21,0%,?,-29,0%,?,-4%,?
NC(=S)NC1CC2CC1C1C=CCC21 (centres undefined),-6%,2%,-1,-5%,1%,-27%,-11%
O=C(COc1ccccc1)NCc1nnc(SCC(=O)Nc2nccs2)n1-c1ccccc1,?,9%,31,-29%,2%,6%,-3%
O=C(Cn1cnc2ccccc2c1=O)Nc1ccc(S(=O)(=O)N2CCOCC2)cc1,-9%,2%,4,3%,5%,-22%,16%
COc1ccccc1CNC(=S)NCCc1ccccc1,-13%,-1%,?,2%,1%,-20%,-1%
CCOC(=O)C1CCN(c2c(Nc3ccc(C)c(C)c3)c(=O)c2=O)CC1,-7%,0%,-6,-8%,-7%,-3%,7%
CC(=O)Oc1ccccc1-n1c(C)nc(=O)c(-c2ccccc2)c1C,1%,-7%,29,-13%,1%,0%,-16%
NC(=O)CSc1nc2ccccc2n1-c1ccccc1,-6%,3%,4,-23%,-1%,-5%,0%
Clc1ccc(C(c2ccccc2Cl)C(Cl)Cl)cc1 (centres undefined),-10%,.,?,0%,-6%&-3%,-54%,27%
COc1ccccc1CNC(=O)Cc1c[nH]c2ccccc12,2%,0%,42,-8%,-2%,-26%,-14%
Cc1cc(OCC(=O)N2CCN(CC(=O)N3CCOCC3)CC2)c(C(C)C)cc1Cl,.,.,7,.,1%,269%[activator],-1%

# Some of these compounds in order of count of non-hydrogen atoms, largest number first.
SMILES,AmpC inh detg,LmPK inhibitor,HCMV antiviral,Sm TGR inh,TbPYK inhibitor,AmpC inh no detg,AMA1 RON2 block
O=C(Cn1cnc2ccccc2c1=O)Nc1ccc(S(=O)(=O)N2CCOCC2)cc1,-9%,2%,4,3%,5%,-22%,16%
Cc1c(Cl)cccc1NC(=O)NNC(=O)CCc1ccccc1,15%,-7%,9,-1%,3%,-4%,127%[activator]
COc1ccc(Cl)cc1NC(=O)NC(C)C(C)(C)C (centres undefined),2%,-3%,?,14%,0%,-14%,?

# Further compounds follow.
SMILES,AmpC inh detg,LmPK inhibitor,HCMV antiviral,Sm TGR inh,TbPYK inhibitor,AmpC inh no detg,AMA1 RON2 block
CC(=O)Oc1ccc(C(=O)Nc2cc(C)on2)cc1,-8%,-11%,30,0%,1%,-2%,-6%
N#C/C(=C1/C(=O)Nc2ccc(Br)cc21)c1ccccn1,4%,-5%,83,11%,-7%,-19%,-4%
Cc1cccc(C2c3[nH]c4ccccc4c3CCN2Cc2cnn(-c3ccc(F)cc3)c2)n1 (centres undefined),6%,8%,16,6%,-1%,-2%,-6%
Cc1oc(-c2cccc(Cl)c2)nc1CSc1nc2ncccc2[nH]1,2%,.,-19,-3%,-5%,.,.
CCOC(=O)C1C(=O)C=C(c2ccc(Br)cc2)CC1c1ccco1 (centres undefined),0%,3%,19,-29%,0%,-22%,-15%
COc1ccc(/C=C/C(=O)c2ccccc2)cc1COc1ccc(F)cc1,-14%,-4%,-2,10%,-2%,-3%,13%
CC1=NN(c2ccc(Cl)c(C(=O)O)c2)C(=O)C1,-3%,-2%,-11,-2%,2%,-10%,-15%
NC(=O)c1ccc(NC(=S)NCc2ccco2)cc1,-1%,-3%,6,-27%,-2%,-19%,-5%
COc1cccc(S(=O)(=O)NCc2ccc(C(=O)N3CCN(c4ccccc4OC)CC3)cc2)c1,-1%,9%,-9,0%,.,133%[activator],.
CN1C(=O)CC(n2c(CO)nc3ccccc32)C1=O (centres undefined),?,0%,-35,-19%,-6%,-10%,4%
COc1cc(C)c(-c2nc(CN3C[C@@H]4C[C@@H](C3)c3cccc(=O)n3C4)c(C)o2)cc1C,2%,0%,34,?,-5%,138%[activator],2%
CCC(=O)N1c2ccc(S(=O)(=O)CCC(=O)NCCC3=CCCCC3)cc2CC1C (centres undefined),-2%,2%,-8,?,-10%,67%[activator],-6%
CCn1cc(CNC(=O)/C=C/c2ccc([N+](=O)[O-])cc2)c(C)n1,-5%,0%,-7,4%,-1%,-5%,0%
CC(=O)c1ccc(N2CCN(C(=O)c3ccc(Cl)c(S(=O)(=O)NC4CC4)c3)CC2)c(F)c1,5%,.,-11,2%,-8%,56%,-14%
Cc1cc(=O)c2cc(C(=O)Nc3ccccc3C)ccc2[nH]1,20%,.,-11,3%,1%,.,.
COc1ccccc1/C=C/C(=O)Nc1nc(N)n(-c2ccccc2)n1,-6%,9%,-5,-6%,-4%,-32%,20%
CC(=O)NNS(=O)(=O)c1scc(S(=O)(=O)c2ccc(Cl)cc2)c1C,0%,-1%,?,-1%,7%,-7%,-2%
c1cncc(-c2nnc3n2N=C(c2cccs2)CS3)c1,-3%,7%,2,-3%,0%,-29%,-13%
COC(=O)C1=C(c2cccc(OCc3ccccc3)c2)C[C@@H]2CC[C@H]1N2C(=O)NCc1cccc(C(F)(F)F)c1,9%,.,-18,11%,0%,-8%,-5%
CCCNC(=O)c1onc(CSc2ccc(F)cc2)c1C(=O)NCCOC,0%,.,2,0%,-6%,0%,4%
S=C(NCC1CCCO1)Nc1cc(Cl)c(Cl)cc1Cl (centres undefined),-5%,4%,-37,?,-4%,-31%,3%
CCCCN1C(=O)NC(=O)/C(=C/c2cnc(SC)nc2)C1=O,2%,12%,89,7.1µM*,?,-18%,-1%
Cn1cncc1C#Cc1c(C=O)[nH]c2ccccc12,2%,.,37,-27%,-8%,-18%,5%
COc1ccc(NC(=O)CN(c2ccc(OC)cc2)S(=O)(=O)c2c(C)nn(C)c2C)cc1,-5%,0%,0,-2%,9%,105%[activator],0%
CC(C)Cc1nnc(NC(=O)CCC(=O)N2CC(C)CC(C)C2)s1 (centres undefined),?,-1%,5,15%,5%,35%,-13%
CCN(CC)S(=O)(=O)c1ccc(C)c(NC(=O)CNCc2ccccc2OC)c1,-8%,0%,-24,-10%,8%,31%,4%
O=C(NC1CCN(C(=O)NCc2ccccc2)CC1)c1ccccc1,-14%,5%,-4,7%,1%,-3%,9%
CCN(CC)CCCN1C=C2C(=O)C(C)(OC(=O)C3CCCC3)C(=O)C=C2C=C1c1ccsc1 (centres undefined),-5%,-7%[11.5 µM],-30,50µM*,1%,48%,-9%
Cc1ccc(-n2c(C)cc(/C=C3/C(=O)NC(=O)N(C)C3=O)c2C)cc1,3%,-5%,-5,-34%,1%,-23%,0%
Cc1ccc(OCCn2c(CCCO)nc3ccccc32)cc1,9%,13%,13,1%,3%,.,-3%
NC(=O)c1oc2ccccc2c1NC(=O)c1nc2ccccc2s1,-3%,-1%,8,0%,1%,-28%,-8%
O=C(N/N=C/c1cccnc1)C1CCCN(S(=O)(=O)c2ccccc2)C1 (centres undefined),?,3%,17,-22%,1%,-10%,0%
CCCCNc1nc(Oc2ccc(OCCC)nn2)nc(N(C)C)n1,9%,.,10,?,-8%,.,.
Cc1ccsc1C(=O)OCC(=O)c1cc2ccccc2o1,-4%,2%,19,12%,1%,-34%,7%
CC1NC(=O)c2cc3ccccc3cc2-n2c1nc1cc(F)ccc1c2=O (centres undefined),.,.,30,.,-5%,.,24%
